Bioassay records (PubChem BioAssay)
MsrA inhibitor: bovine MsrA inhibition | purified bovine MsrA, absorbance read-out | inhibition, % at 15.5 µM | 360,000 tested, 0.75% active; in the data active = inhibition above about 4.5%;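 also: 0% = vehicle wells with enzyme and 100% = reference inhibitor wells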
Neddyl block: cullin neddylation inhibition; TR-FRET cullin neddylation, biochemical; calls only at 25 µM; 360,000 tested, 0.58% active; AID 651699; in the data active = inhibition above about 36%
Target sequence (P61081 whole entry, looked up): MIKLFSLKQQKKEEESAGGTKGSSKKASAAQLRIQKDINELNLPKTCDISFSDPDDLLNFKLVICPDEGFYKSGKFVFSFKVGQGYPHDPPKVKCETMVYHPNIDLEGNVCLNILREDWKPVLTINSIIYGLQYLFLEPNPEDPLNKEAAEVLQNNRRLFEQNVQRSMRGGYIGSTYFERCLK
Target sequence (Q13564 whole entry, looked up): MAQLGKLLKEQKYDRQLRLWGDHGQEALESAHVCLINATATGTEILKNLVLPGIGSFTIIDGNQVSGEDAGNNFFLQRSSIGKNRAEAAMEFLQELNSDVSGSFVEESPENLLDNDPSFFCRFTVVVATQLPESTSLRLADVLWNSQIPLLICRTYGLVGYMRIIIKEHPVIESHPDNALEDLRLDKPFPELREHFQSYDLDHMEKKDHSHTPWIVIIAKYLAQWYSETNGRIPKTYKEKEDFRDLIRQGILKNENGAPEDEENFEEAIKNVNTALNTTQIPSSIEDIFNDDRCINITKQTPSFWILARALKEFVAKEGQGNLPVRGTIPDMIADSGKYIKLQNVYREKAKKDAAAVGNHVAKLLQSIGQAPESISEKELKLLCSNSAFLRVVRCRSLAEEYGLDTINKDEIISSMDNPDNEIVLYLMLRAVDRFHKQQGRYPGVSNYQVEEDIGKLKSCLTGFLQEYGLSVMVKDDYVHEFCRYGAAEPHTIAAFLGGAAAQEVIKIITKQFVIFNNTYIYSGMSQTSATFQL
MT1-MMP act inh: inhibitors of human MT1-MMP activation; HT1080 RFP-PRO-GFP cells, GFP/RFP ratio fluorescence, overnight; percent of plate control window, DMSO zero; GFP/RFP ratio change, % at 20 µM; 360,000 tested, 0.061% active;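 active = GFP/RFP ratio change of at least 30% with cell ATP level not reduced by more than half and red fluorescence within 50% of control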; also: strong numbers were not always called active
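Assay system: RFP-PRO-GFP reporter HT1080 cells; read-out basis: GFP/RFP fluorescence ratio; benchmarks: DMSO wells and RFP-L50D-GFP cells; doses: 20 µM single dose, 1% DMSO; schedule: overnight cell settling, then overnight compound exposure, 37 °C, 5% CO2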
CendR NRP1 mod: alters CendR peptide binding to human NRP-1; O14786; inhibition, % at 25 µM; FAM-RPARPAR peptide binding to NRP-1, fluorescence polarization; 360,000 tested, 0.85% active; AID 602438;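 active = inhibition or corrected inhibition above about 18%, plus a signal ratio from 0.5 to 1.5, limit read from the data, passing the limit was not always enough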; also: strong numbers were not always called active
FAS TE block: inhibitors of human fatty acid synthase thioesterase domain | inhibition, % at 15 µM | 360,000 tested, 0.67% active | AID 602261 | recombinant FAS-TE, OMFH fluorogenic substrate, fluorescence endpoint;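 active = compounds whose normalised, plate-corrected inhibition of enzyme fluorescence in the single-dose primary screen is 50% or more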;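 also: 0% = DMSO with enzyme and 100% = substrate without enzyme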
MsrA act: activates bovine MsrA enzyme. purified bovine MsrA, absorbance read-out. activation, % at 10.6 µM. 360,000 tested, 0.3% active; in the data active = activation above about 7.5%;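 also: 0% = vehicle and 100% = reference activator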
Rin1 Abl inh: inhibitors of human Rin1-Abl protein interaction. inhibition, % at 7.35 µM. AID 588664. TR-FRET Rin1/Abl binding, biochemical. 360,000 tested, 0.4% active. P00519+Q13671; in the data active = inhibition above about 5%, passing the limit was not always enough
SKN-1 block: blocks SKN-1 activity in C. elegans. C. elegans VP596 Pgst-4::GFP/RFP ratio, acrylamide-induced, 24 h. inhibition, % at 21.8 µM. 360,000 tested, 0.49% active. AID 624304;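 active = interference check ratio from 0.5 to 1.5 plus GFP to RFP signal ratio inhibition reaching or exceeding a fixed threshold, cut at about 30% in these data, passing the limit was not always enough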; also: some compounds called inactive have numbers as strong as hits
E coli Lon inh: inhibitors of E. coli Lon protease; P0A9M0; purified E. coli Lon protease, fluorescence polarization; inhibition, % at 7.94 µM; 360,000 tested, 0.42% active; in the data active = inhibition above about 13%, passing the limit was not always enough;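 also: 0% = enzyme with probe and DMSO and 100% = no enzyme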
Numbers without * were called inactive; i = inactive; · = not tested or not shown; + = active, no number.

SMILES | MsrA inhibitor | Neddyl block | MT1-MMP act inh | CendR NRP1 mod | FAS TE block | MsrA act | Rin1 Abl inh | SKN-1 block | E coli Lon inh
CC(C(=O)NC(=O)NC1CCCCC1)N1CCN(c2ccc(O)cc2)CC1 (configuration not stated) | 0.9 | i | -1 | 5 | 5 | -9 | -1 | -8 | -1
COc1ccc(S(=O)(=O)N2CCC(C(=O)NCCC(=O)Nc3cccc(Cl)c3)CC2)cc1 | -1.1 | i | 0 | 6 | 7 | -2 | -1 | -7 | -12
COc1ccc(CNC(=O)CSc2nnc3c(n2)[nH]c2ccc(C)cc23)cc1 | -1.0 | i | 0 | -5 | -8 | -1 | 2 | 9 | -3
CC(C)(C)c1oc(C(=O)O)cc1CN1CCOCC1 | 0.4 | i | -2 | -6 | -4 | -1 | -1 | 3 | -9
COc1ccc(C(O)c2nc(/C=C/c3ccc(C(F)(F)F)cc3)cs2)cc1 (configuration not stated) | 2.1 | i | 0 | -9 | 22 | 5 | -3 | 10 | -1
COc1ccc(-c2cc(C(=O)NNC(=S)NC(=O)c3c(-c4ccccc4)noc3C)[nH]n2)cc1 | 2.4 | i | -10 | -16 | 2 | -1 | -1 | -3 | 12
CCC(C(=O)NC1CCCC1)N(C(=O)Cn1nnc(-c2ccc(C)o2)n1)C(C)(C)C (configuration not stated) | -0.4 | i | -2 | 9 | -4 | -2 | 1 | -5 | -3
Cc1onc(-c2c(Cl)cccc2Cl)c1C(=O)NCc1ccco1 | -0.3 | i | 0 | 1 | -3 | -3 | -2 | 0 | 5
CC(O)c1c(-c2ccccc2)nn(C)c1Cl (configuration not stated) | 0.1 | i | 0 | -2 | 0 | -5 | 0 | -3 | -9
O=C1C2CC3N1CCC31c3ccccc3-n3c1c2ccc3=O (configuration not stated) | 1.3 | + | -4 | 1 | -3 | -2 | 3 | 0 | -4
Cn1nccc1C(=O)N1CCc2ccccc21 | 1.5 | i | 3 | 4 | -7 | -1 | 4 | 7 | 1
COC(=O)c1ccc(NC(=O)c2ccc3c(c2)C(=O)N(C)C3=O)cc1 | -1.3 | i | -5 | 16 | -5 | 0 | 3 | 2 | -7
COc1ccc(-n2nnc3c(=O)n(C/C=C/c4ccccc4)cnc32)cc1 | 0.7 | i | -2 | -5 | -164 | -2 | 0 | 8 | 5
COc1ccc(NC(=O)COc2ccc(-c3ccccc3)cc2)cc1 | -0.9 | i | 8 | 19 | -4 | -1 | 3 | -7 | -8
COc1ccc(C(=O)NCC(=O)N2CCCC(C)C2)cc1OC (configuration not stated) | -1.0 | i | 1 | 0 | -3 | -11 | 2 | -13 | -7
Cn1c(N)c(C(=O)COC(=O)c2ccc3c(c2)OCCO3)c(=O)n(C)c1=O | 1.2 | i | 4 | -4 | -2 | 1 | 1 | 0 | -7
Cc1cc(C)cc(NC(=O)CCn2ccnc2C)c1 | 0.2 | i | 5 | -6 | -2 | -11 | 2 | 3 | -9
COc1ccc(/C=C/C(=O)NC(=S)NNC(=O)c2ccco2)cc1OC | 2.7 | i | 9 | -9 | -6 | -5 | -3 | -12 | -5
O=C(c1cnc(N2CCN(c3ncccn3)CC2)c2ccccc12)N1CCN(c2ncccn2)CC1 | 2.1 | i | 3 | -7 | 5 | -3 | -5 | 16 | 10
COc1ccc(C(=O)NC2CCN(C(=O)NC3CCCCC3)CC2)cc1 | -0.6 | i | -4 | 13 | -3 | 0 | -4 | 23 | 0
CCOC(=O)C1(Cc2ccccc2)CCCN(Cc2cccc(C(C)=O)c2)C1 (configuration not stated) | -0.1 | i | -2 | -19 | 11 | -2 | 0 | -6 | -1
Cc1ccc(/C(N)=N/OC(=O)N2c3ccccc3Sc3ccccc32)cc1 | 1.0 | i | -6 | 0 | 21 | -5 | -1 | 32 | -8
CC(CC(=O)Nc1ccc2c(c1)c(=O)n(C)n2Cc1ccc(F)cc1)C(F)(F)F (configuration not stated) | 0.4 | · | -1 | -10 | -3 | -1 | -2 | 30 | -7
CC12CCC(C(=O)Nc3cccnc3)(CC1=O)C2(C)C (configuration not stated) | 1.4 | i | 0 | -1 | -7 | -3 | 2 | 0 | -7
CCCC#Cc1ccc2c(c1)COc1c3ccccc3nn1-2 | -0.4 | i | -3 | 9 | 15 | -2 | -1 | 25 | -8

Just E coli Lon inh and CendR NRP1 mod, for two of the compounds above:
SMILES | E coli Lon inh | CendR NRP1 mod
Cc1cc(C)cc(NC(=O)CCn2ccnc2C)c1 | -9 | -6
COc1ccc(/C=C/C(=O)NC(=S)NNC(=O)c2ccco2)cc1OC | -5 | -9

Of the compounds above, 6 have four or more nitrogen atoms.
SMILES | MsrA inhibitor | Neddyl block | MT1-MMP act inh | CendR NRP1 mod | FAS TE block | MsrA act | Rin1 Abl inh | SKN-1 block | E coli Lon inh
CC(C(=O)NC(=O)NC1CCCCC1)N1CCN(c2ccc(O)cc2)CC1 (configuration not stated) | 0.9 | i | -1 | 5 | 5 | -9 | -1 | -8 | -1
COc1ccc(CNC(=O)CSc2nnc3c(n2)[nH]c2ccc(C)cc23)cc1 | -1.0 | i | 0 | -5 | -8 | -1 | 2 | 9 | -3
COc1ccc(-c2cc(C(=O)NNC(=S)NC(=O)c3c(-c4ccccc4)noc3C)[nH]n2)cc1 | 2.4 | i | -10 | -16 | 2 | -1 | -1 | -3 | 12
CCC(C(=O)NC1CCCC1)N(C(=O)Cn1nnc(-c2ccc(C)o2)n1)C(C)(C)C (configuration not stated) | -0.4 | i | -2 | 9 | -4 | -2 | 1 | -5 | -3
COc1ccc(-n2nnc3c(=O)n(C/C=C/c4ccccc4)cnc32)cc1 | 0.7 | i | -2 | -5 | -164 | -2 | 0 | 8 | 5
O=C(c1cnc(N2CCN(c3ncccn3)CC2)c2ccccc12)N1CCN(c2ncccn2)CC1 | 2.1 | i | 3 | -7 | 5 | -3 | -5 | 16 | 10

A different layout for some results above:
compound	MsrA inhibitor	Neddyl block	MT1-MMP act inh	CendR NRP1 mod	FAS TE block	MsrA act	Rin1 Abl inh	SKN-1 block	E coli Lon inh
CC(C(=O)NC(=O)NC1CCCCC1)N1CCN(c2ccc(O)cc2)CC1 (configuration not stated)	0.9	i	-1	5	5	-9	-1	-8	-1
COc1ccc(S(=O)(=O)N2CCC(C(=O)NCCC(=O)Nc3cccc(Cl)c3)CC2)cc1	-1.1	i	0	6	7	-2	-1	-7	-12
COc1ccc(-c2cc(C(=O)NNC(=S)NC(=O)c3c(-c4ccccc4)noc3C)[nH]n2)cc1	2.4	i	-10	-16	2	-1	-1	-3	12
COC(=O)c1ccc(NC(=O)c2ccc3c(c2)C(=O)N(C)C3=O)cc1	-1.3	i	-5	16	-5	0	3	2	-7

Later entries.
SMILES | MsrA inhibitor | Neddyl block | MT1-MMP act inh | CendR NRP1 mod | FAS TE block | MsrA act | Rin1 Abl inh | SKN-1 block | E coli Lon inh
Cc1ccccc1CC1(C)C(=O)Nc2ccc(S(=O)(=O)NC3CCCCC3)cc21 (configuration not stated) | 0.1 | i | -12 | 7 | 10 | -7 | -6 | -2 | 3
CCCCn1c(N)c(-c2nc3ccccc3o2)c2c([N+](=O)[O-])nn(CC)c(=O)c21 | 0.2 | i | 1 | -2 | 2 | -2 | 0 | -1 | 9
O=C1CCCN1C(=O)COc1cc(F)ccc1[N+](=O)[O-] | 0.6 | i | 3 | -1 | -7 | -2 | -3 | 14 | 4
CC(C)NC(=O)c1ccc2c(c1)N(CC(=O)NC1CCCCC1)C(=O)C(C)(C)O2 | -0.5 | i | -1 | 11 | -6 | -3 | -1 | 3 | -5
Cc1nn(C)cc1/C=N\NC(=O)c1csc2c1CCCC2 | -1.1 | i | 4 | -8 | -8 | -2 | -1 | 0 | -10
CCN(CC)S(=O)(=O)c1ccc2c(c1)nc(CCC(=O)OCc1c(C)noc1C)n2C | -0.9 | i | 1 | 4 | 0 | -6 | 2 | -5 | 0
CC1=C(C(=O)Nc2cc(C(=O)N3CCN(c4cccc(C)c4)C(C)C3)ccc2C)SCCO1 (configuration not stated) | -0.2 | i | 1 | 12 | 6 | -1 | -3 | 14 | 6
CN(C)C(CNC(=O)C1CCN(S(=O)(=O)c2cc(Cl)ccc2Cl)CC1)Cc1ccccc1 (configuration not stated) | 0.3 | i | -2 | 6 | 5 | -2 | 2 | 17 | -8
Cc1cc(N2CCOCC2)nc2ccc(NC(=O)CCC(=O)N3CCN(c4cccc(C(F)(F)F)c4)CC3)cc12 | 2.8 | · | 4 | 2 | 10 | -3 | -3 | -12 | -4
CCOCc1c(C(=O)OCC(=O)NCc2ccc(F)cc2)oc2ccccc12 | -0.3 | i | -2 | -3 | 1 | 0 | 3 | 11 | -6
CC1CC(C)CN(CCCNC(=O)Cn2cccc2C(=O)c2ccccc2)C1 (configuration not stated) | 0.4 | i | 1 | 10 | -3 | -2 | -4 | 12 | -9
CN1CCN(C(=O)/C=C/c2ccc([N+](=O)[O-])o2)CC1 | 0.1 | i | -2 | 2 | -2 | 2 | 0 | 21 | -1
COC(=O)c1ccn(CC(=O)NC2CCCCC2)n1 | -0.3 | i | 4 | 15 | -2 | -2 | -1 | 5 | 2
CCC(CC)n1[nH]c(=O)c2c(C)cc(C)nc21 | 2.6 | i | 9 | 2 | -2 | -3 | 0 | 1 | -2
Cc1ccc(CN2CCC(C)(Oc3cccc(Cl)c3)C2)cc1 (configuration not stated) | 0.1 | i | 4 | 4 | 12 | -2 | 3 | 12 | 6
O=C(/C=C/Nc1ccc(Cc2ccc(N/C=C/C(=O)C(F)(F)F)cc2)cc1)C(F)(F)F | 3.0 | · | -7 | -12 | -8 | -3 | 4 | -9 | -6
CC1(C(=O)NS(=O)(=O)C2CC2)CCN(C(=O)c2ccccc2C(F)(F)F)C1 (configuration not stated) | 0.9 | i | 6 | 6 | -8 | -1 | -5 | 7 | 3
O=C(CCC1CCCN(C(=O)c2ccsc2)C1)N1CCN(c2ccccn2)CC1 (configuration not stated) | 0.2 | i | 2 | -15 | -9 | -3 | 0 | -13 | 13
Cc1cc(C)cc(N2CC(C(=O)OCC(=O)Nc3cc(C)on3)CC2=O)c1 (configuration not stated) | 0.5 | i | 0 | -3 | -3 | -3 | 1 | 14 | -8
COc1cccc(NC(=S)N(CCc2ccc(OC)c(OC)c2)Cc2ccccn2)c1 | 0.0 | i | 5 | 4 | 4 | -7 | 3 | 0 | -2
CCc1ccc(OC(=O)c2cccnc2)cc1 | -0.5 | i | 1 | -2 | -6 | -7 | -1 | -2 | -2
CC(C)(C)C1CCC2(CC1)NC(=S)N(c1ccccc1)N2 (configuration not stated) | -0.1 | i | 0 | -9 | 3 | -11 | 3 | -14 | 0
CCCCCCCN1CCC(=O)N([C@H](CO)CC(C)C)CC1 | 0.3 | i | 2 | 27* | -8 | -1 | 4 | 0 | -2
Cc1cnc(C)c(N2CCN(Cc3nc(-c4cccc(F)c4F)oc3C)CC2)n1 | -0.5 | i | -2 | 12 | 0 | -5 | 2 | 10 | -7
Cn1cc(S(=O)(=O)N2CCN(c3cccc(C(F)(F)F)c3)CC2)c(=O)n(C)c1=O | 0.9 | i | 4 | 5 | -5 | -1 | -4 | 9 | -6
CCOC(=O)c1c(NC(=S)Nc2ccccc2)sc2c1CC(C)(C)SC2 | 1.1 | i | -24 | -32 | 17 | -3 | -4 | 6 | -12
Cc1ccc(S(=O)(=O)/N=C(\c2ccccc2)N(C)S(=O)(=O)c2ccc(C)cc2)cc1 | -0.4 | i | 3 | 1 | 18 | 3 | -1 | 3 | 6
O=c1c2cnn(-c3ccccc3Cl)c2ncn1Cc1cccnc1 | 0.5 | i | 0 | 0 | -6 | -6 | -3 | -10 | -7
COc1ccccc1NC(=O)Cc1nc(=O)[nH]c(=O)[nH]1 | -0.5 | i | 0 | 2 | -6 | 2 | -2 | -6 | -4

Compounds as they come; any-hit rate near 4.2%.
